High-throughput results: PubChem BioAssay, several laboratories
DUSP3 inh: DUSP3 (human) phosphatase inhibition; P51452; recombinant VHR phosphatase, pNPP absorbance; inhibition, % at 13.3 µM; 0.52% of 290,000 active; in the data active = inhibition above about 50%; note: some compounds called inactive have numbers as strong as hits
Target sequence (P51452 whole entry, looked up): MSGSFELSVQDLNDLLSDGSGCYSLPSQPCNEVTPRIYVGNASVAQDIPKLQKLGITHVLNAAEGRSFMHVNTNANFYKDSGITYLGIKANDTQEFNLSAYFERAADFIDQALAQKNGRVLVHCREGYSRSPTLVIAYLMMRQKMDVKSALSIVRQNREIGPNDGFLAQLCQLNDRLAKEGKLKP
MazEF act: activators of E. coli MazEF toxin-antitoxin RNase; activation, % at 20 µM; FAM/BHQ RNA-DNA oligo cleavage fluorescence, 5 h; AID 504720; 0.32% of 350,000 active; P0AE70; in the data active = activation above about 50%
Target sequence (P0AE70 whole entry, looked up): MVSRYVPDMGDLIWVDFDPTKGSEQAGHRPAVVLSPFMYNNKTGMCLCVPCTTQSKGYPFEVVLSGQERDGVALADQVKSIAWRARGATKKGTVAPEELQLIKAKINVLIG
SARS 3CLpro inh: SARS-CoV 3CLpro protease inhibition; P0C6X7; 0.14% of 290,000 active; AID 1706; recombinant SARS-CoV 3CLpro, quenched FRET peptide cleavage; inhibition, % at 6 µM; in the data active = inhibition above about 12%
Mtb FBA inh: inhibitors of M. tuberculosis fructose-bisphosphate aldolase | P9WQA3 | purified M. tuberculosis FBA, fluorescence read-out | inhibition, % at 1 µM | 2.3% of 360,000 active | AID 588726; in the data active = inhibition above about 27%;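 note: 0% = vehicle and 100% = reference inhibitor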
Target sequence (P9WQA3 whole entry, looked up): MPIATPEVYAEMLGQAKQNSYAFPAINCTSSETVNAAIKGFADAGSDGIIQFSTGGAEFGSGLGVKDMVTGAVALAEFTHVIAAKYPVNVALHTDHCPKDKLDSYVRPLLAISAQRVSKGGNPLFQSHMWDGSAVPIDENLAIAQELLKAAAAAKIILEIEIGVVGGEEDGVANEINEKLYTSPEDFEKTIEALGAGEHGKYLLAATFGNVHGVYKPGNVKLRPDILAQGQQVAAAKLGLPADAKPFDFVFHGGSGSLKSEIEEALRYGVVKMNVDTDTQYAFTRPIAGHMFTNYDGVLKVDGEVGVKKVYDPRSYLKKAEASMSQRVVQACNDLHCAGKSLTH
BioA inh: BioA (M. tuberculosis) enzyme inhibition; inhibition, % at 9.99 µM; 0.096% of 360,000 active; purified M. tuberculosis BioA enzyme, plate reader; AID 602481; in the data active = inhibition above about 40%
Rv3671c protease: inhibits the M. tuberculosis serine protease Rv3671c; P9WHR9; inhibition, % at 5.96 µM; 0.048% of 320,000 active; AID 2606; in the data active = inhibition above about 38%;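 note: extracellular domain of Rv3671c used as enzyme; 0% = enzyme with DMSO and 100% = no enzyme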
UGM FP inh: inhibitors of M. tuberculosis UDP-galactopyranose mutase | P9WIQ1 | purified UGM, fluorescence polarization probe displacement | inhibition, % at 10 µM | 0.06% of 320,000 active; in the data active = inhibition above about 10%, passing the limit was not always enough
Target sequence (P9WIQ1 whole entry, looked up): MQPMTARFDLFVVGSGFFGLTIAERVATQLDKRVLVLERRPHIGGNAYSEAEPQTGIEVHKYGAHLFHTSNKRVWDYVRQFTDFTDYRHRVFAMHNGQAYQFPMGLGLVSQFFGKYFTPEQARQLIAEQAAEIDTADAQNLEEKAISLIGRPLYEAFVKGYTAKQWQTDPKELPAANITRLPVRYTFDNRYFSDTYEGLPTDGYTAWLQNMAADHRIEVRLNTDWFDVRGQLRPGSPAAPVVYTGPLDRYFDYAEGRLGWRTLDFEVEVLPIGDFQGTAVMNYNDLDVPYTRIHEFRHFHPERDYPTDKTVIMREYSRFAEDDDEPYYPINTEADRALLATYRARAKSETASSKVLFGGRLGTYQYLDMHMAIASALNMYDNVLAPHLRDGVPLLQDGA
BH1578 lux ind: inducers of Vibrio cholerae quorum light production without autoinducers. activation, % at 18.7 µM. 0.16% of 350,000 active. V. cholerae BH1578 lux reporter, luminescence, 6 h; in the data active = activation mostly above about 9.7%, no sharp cut-off; note: not every result past the cut was called active; inactives centre near 0; reference of the scale not given here
PriA SSB inh: inhibitors of Klebsiella pneumoniae PriA binding to SSB C-terminal tail | AlphaScreen SSBct-PriA binding, biotinylated peptide | inhibition, % at 33 µM | 0.6% of 430,000 active; in the data active = inhibition mostly above about 37%, no sharp cut-off; inactive = mostly below about 20%;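 note: plate controls were negative control peptide for no effect and reference peptide for full effect; strong numbers were not always called active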
GDH-TPI counter: inhibits GDH-TPI coupling enzymes, artifact for Mtb FBA screen; GDH-TPI coupled enzyme counterscreen, NADH absorbance; inhibition, % at 4.8 µM; 1.2% of 360,000 active; in the data active = inhibition above about 30%;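 note: 0% = DMSO wells and 100% = wells lacking the enzyme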
The depositor's hits bear a star; i = inactive; . = no result given; ! = not confirmed by another sample. These rows are one share of the data (hit frequency here may not be typical).

SMILES | DUSP3 inh | MazEF act | SARS 3CLpro inh | Mtb FBA inh | BioA inh | Rv3671c protease | UGM FP inh | BH1578 lux ind | PriA SSB inh | GDH-TPI counter
CC(NC(=O)OCc1ccccc1)C(=O)Oc1cc2oc(=O)cc(-c3ccccc3)c2cc1Cl (configuration not stated) | 0 | -11 | 3 | 27 | . | 1 | 1.8 | -0.2 | -13 | 14
COc1cc(-c2onc3ccc(Br)cc23)cc(OC)c1OC | 1 | 8 | -4 | 1 | . | -3 | 3.0 | -0.3 | -9 | 8
CNc1cc(N2CCNCC2)ccc1[N+](=O)[O-] | 15 | 4 | 4 | -16 | . | 0 | -2.2 | i | 3 | -2
CCCn1c(C)cc(=O)c2cc(NC(=O)c3cnccn3)ccc21 | -7 | 3 | -2 | 3 | 8.7 | -4 | 0.1 | i | -2 | 10
CCC(C(=O)OCC(=O)NC(=O)c1ccccc1OC)c1ccccc1 (configuration not stated) | . | -5 | . | 2 | . | 0 | 4.9 | i | -31 | 7
O=C(CCN1C(=O)/C(=C/c2ccccc2)SC1=S)N[C@@H](CO)Cc1ccccc1 | 15 | -5 | 2 | -6 | -0.5 | -3 | -0.5 | -0.4 | 0 | 26
O=C(CSCc1c(F)cccc1F)Nc1ccccc1 | 16 | -12 | 1 | -1 | 0.9 | 6 | -1.5 | i | -6 | 1
Cc1ccc(S(=O)(=O)N2CCN(C(=O)CCC(=O)N3CCc4ccccc43)CC2)cc1 | 36 | 12 | . | 0 | 6.0 | -3 | -3.1 | i | 3 | 8
COC(=O)[C@@H](NC(=O)N1CCC(Cc2ccccc2)CC1)C(C)C | 28 | 5 | 8 | 2 | 0.4 | -4 | 0.6 | i | -9 | 5
CN(C)/C=C/C1=CC(=O)CC(C)(C)C1 | 17 | 3 | 1 | 2 | . | -6 | 5.4 | -0.2 | -14 | 5
Cc1c(C=O)c2ccccc2n1Cc1ccc(F)cc1 | 1 | 2 | 3 | 0 | 2.9 | -4 | -2.1 | -0.2 | -13 | 1
O=c1[nH]c(-c2ccccc2)nc(CN2CCCCC2)c1O | . | -1 | . | 3 | . | . | . | i | 0 | 12
CCOC(=O)c1c(NC(=O)CSc2nnc(Cc3csc(N)n3)n2C)sc(C)c1C | -8 | -3 | 2 | 8 | 4.3 | 10 | -2.6 | i | 53*! | 14
Cc1cccc(N2CCN(C(=O)C3CCCN(S(=O)(=O)c4c(C)noc4C)C3)CC2)c1C (configuration not stated) | . | -4 | 0 | 2 | -0.3 | -6 | 2.4 | -2.1 | -6 | -4
COc1ccc(-c2c(C)oc3c(CN4CCOCC4)c(O)ccc3c2=O)cc1OC | 10 | 3 | -1 | 18 | 6.6 | 9 | 4.9 | i | -6 | 9
COc1ccc(OC)c(S(=O)(=O)Nc2cc3c(cc2N2CCCC2)n(C)c(=O)c(=O)n3C)c1 | 9 | 8 | 0 | -1 | 3.1 | -11 | 3.8 | i | 3 | 24
CC1=C(C(=O)OCCCCCl)C(c2cc3c(cc2Br)OCO3)NC(=O)N1 (configuration not stated) | 8 | 4 | 2 | 7 | 2.0 | -2 | 1.7 | 0.7 | 1 | 3
CCOc1ccc(C(C(=O)NC2CCCC2)N(CCCO)C(=O)c2ccc(-c3ccccc3)[nH]2)cc1 (configuration not stated) | 11 | 0 | 10 | 2 | . | -11 | 3.0 | 0.4 | -13 | 5
O=C(COC(=O)c1cc2ccccc2o1)c1ccccc1 | 24 | 4 | 0 | -1 | 8.0 | -2 | 0.2 | 1.3 | -8 | -3
Cc1ccc2nc(NC(=O)COC(=O)c3ccncc3)sc2c1 | 11 | 1 | 0 | -3 | . | 1 | -0.3 | i | -6 | -6
CC1CCC2(CC1)NC(=O)N(CC(=O)NC(=O)Nc1ccc3c(c1)OCCO3)C2=O (configuration not stated) | 21 | -17 | -1 | 1 | -3.6 | 4 | 0.3 | i | 5 | 9
CCCc1c(C(=O)N/N=C(\C)c2ccccn2)nnn1-c1nonc1N | . | 9 | . | 0 | 0.5 | . | . | -0.3 | . | 1
Cc1ccc(CN2C(=O)CCC2C(=O)NCc2ccco2)cc1 (configuration not stated) | 30 | 1 | -4 | 0 | -2.8 | 1 | 1.7 | -0.2 | -9 | -5
O=C(O)c1ccc2c(c1)C(=O)N(c1cc([N+](=O)[O-])ccn1)C2=O | 0 | -2 | 0 | -1 | 1.6 | -3 | 1.7 | -0.5 | -9 | 21
Cn1ccnc1SCCNC(=O)C1CCC(=O)N(Cc2ccc(Cl)cc2)C1 (configuration not stated) | -20 | 4 | 4 | 0 | -0.3 | -3 | -0.7 | i | -1 | 9
O=C1Nc2cc(Cl)c(Cl)cc2N(O)N1c1cccc(Cl)c1 | 19 | 4 | -7 | 1 | . | -3 | 0.5 | -0.2 | -13 | -2
Cc1cc(S(=O)(=O)Nc2ccc3c(c2)COC3=O)ccc1F | 9 | -3 | 0 | 0 | . | 5 | 3.4 | -0.7 | -12 | 3
CC(=O)Nc1ccc(S(=O)(=O)Nc2cccc(-c3cn4cccnc4n3)c2)cc1 | 4 | 6 | -1 | 64* | . | -6 | 3.3 | i | 0 | 18
O=C(NCCc1c[nH]c2ccccc12)c1ccc([N+](=O)[O-])o1 | . | -4 | . | -1 | 0.8 | . | . | -0.3 | . | 2
O=C(Cn1ncc(N2CCOCC2)c(Br)c1=O)c1ccc(Cl)cc1 | -3 | 8 | -2 | 5 | 1.5 | 11 | 0.5 | -0.4 | -7 | 5

Given as a markdown table: part of the list above
| SMILES | DUSP3 inh | MazEF act | SARS 3CLpro inh | Mtb FBA inh | BioA inh | Rv3671c protease | UGM FP inh | BH1578 lux ind | PriA SSB inh | GDH-TPI counter |
| --- | --- | --- | --- | --- | --- | --- | --- | --- | --- | --- |
| CC1CCC2(CC1)NC(=O)N(CC(=O)NC(=O)Nc1ccc3c(c1)OCCO3)C2=O (configuration not stated) | 21 | -17 | -1 | 1 | -3.6 | 4 | 0.3 | i | 5 | 9 |
| CCCc1c(C(=O)N/N=C(\C)c2ccccn2)nnn1-c1nonc1N | . | 9 | . | 0 | 0.5 | . | . | -0.3 | . | 1 |
| Cc1ccc(CN2C(=O)CCC2C(=O)NCc2ccco2)cc1 (configuration not stated) | 30 | 1 | -4 | 0 | -2.8 | 1 | 1.7 | -0.2 | -9 | -5 |

Profiles from above. Screens in order: DUSP3 inh	MazEF act	SARS 3CLpro inh	Mtb FBA inh	BioA inh	Rv3671c protease	UGM FP inh	BH1578 lux ind	PriA SSB inh	GDH-TPI counter
Results for O=C1Nc2cc(Cl)c(Cl)cc2N(O)N1c1cccc(Cl)c1 : 19	4	-7	1	.	-3	0.5	-0.2	-13	-2
Results for COc1ccc(-c2c(C)oc3c(CN4CCOCC4)c(O)ccc3c2=O)cc1OC : 10	3	-1	18	6.6	9	4.9	i	-6	9

Next part.
SMILES | DUSP3 inh | MazEF act | SARS 3CLpro inh | Mtb FBA inh | BioA inh | Rv3671c protease | UGM FP inh | BH1578 lux ind | PriA SSB inh | GDH-TPI counter
O=C(CN(Cc1ccccc1)C(=O)CCC(=O)Nc1ccccn1)NCc1ccco1 | 22 | -13 | 2 | 8 | -0.2 | 1 | -0.2 | 2.8 | -6 | -3
CSc1ccccc1OCc1cc(C(=O)NCc2cccc(C)n2)no1 | -20 | -3 | 0 | -1 | -0.8 | 0 | -1.9 | -0.4 | 1 | -4
COc1ccccc1CNC(=O)c1ccc(CS(=O)(=O)c2ccccc2)o1 | 9 | 5 | 7 | 1 | 0.8 | -4 | -0.2 | -0.2 | 0 | -12
Cc1ccccc1N(C(=O)Cn1nnc(-c2ccc(F)cc2)n1)C(C(=O)NC(C)(C)C)c1ccncc1 (configuration not stated) | 1 | 2 | 1 | -1 | -1.2 | -5 | -0.5 | -0.9 | -7 | -6
Cc1ccccc1-n1c(-c2ccco2)n[nH]c1=S | 4 | 4 | 2 | 21 | 1.3 | 7 | 3.4 | -0.2 | 2 | -7
O=C(Nc1ccc(NC(=O)c2cccnc2)cc1)c1ccccc1 | -11 | 3 | 1 | -2 | -1.0 | 8 | 2.6 | -2.8 | -8 | 6
CC(C)C1C(=O)N(Cc2cn(CCC3OCCO3)nn2)CCS(=O)(=O)N1Cc1ccc(-c2ccccc2)cc1 (configuration not stated) | . | 14 | . | -2 | 1.4 | . | . | -0.5 | . | 11
O=C(Cc1cccc2ccccc12)NNC(=O)Nc1cccc(Cl)c1 | -3 | 3 | 3 | 22 | -1.5 | -8 | -1.0 | 6.7 | -3 | 11
COc1ccc(NC(=O)c2c3c(nc4ccccc24)CCC3)cc1 | 37 | 13 | 1 | 0 | -1.0 | -2 | 1.1 | i | 1 | 12
CC(C)C[C@H](NC(=O)C1CCN(S(=O)(=O)c2ccccc2)CC1)C(=O)NCc1cccnc1 | 12 | -2 | -3 | -3 | 0.2 | 2 | 1.1 | -0.5 | -1 | -5
CSC1=NC2(CC(c3ccccc3)Oc3cc(O)ccc32)CC(C)(C)N1 (configuration not stated) | 8 | 10 | -1 | 5 | 4.0 | 3 | -3.2 | 0.0 | -1 | 0
CC1(C)CC(=O)C=C(c2ccc(-c3ccccc3)cc2)C1 | . | 3 | . | 0 | 0.0 | 5 | -0.9 | i | -5 | -3
CSCCC(NC(=O)CCN1C(=O)c2ccccc2C1=O)C(=O)O (configuration not stated) | -12 | 4 | -1 | -2 | 0.5 | -1 | -2.0 | 0.1 | -9 | -6
O=C(NCCOc1ccccc1)[C@@H]1CCCN1C(=O)c1cccs1 | . | 1 | . | -3 | 0.7 | . | . | i | -6 | 9
COc1cccc(-c2ccc(C#N)c(OC(=O)c3c(Cl)cccc3Cl)n2)c1 | 15 | -7 | 2 | 10 | . | -17 | -0.9 | i | 6 | 7
CCOC(=O)CSc1nc2sc3c(c2c(=O)n1-c1ccc(OCC)cc1)CCN(C)C3 | -2 | 14 | 3 | 2 | -1.1 | -4 | 0.2 | i | -4 | 19
Cn1cccc1C(=O)OCC(=O)N1CCN(c2ccccc2)CC1 | . | 3 | . | 0 | 1.3 | 4 | 4.4 | 3.3 | 9 | 6
CC1Sc2ccc(S(=O)(=O)CCC(=O)NC3CCCCCC3)cc2NC1=O (configuration not stated) | 44 | 10 | 1 | -1 | 3.3 | 0 | -1.1 | -7.1 | 2 | 4
Cc1ccccc1C(=O)OCC(=O)N(C)c1c(N)n(Cc2ccccc2)c(=O)[nH]c1=O | . | 3 | . | -2 | . | 1 | -0.1 | -2.4 | 2 | 1
COc1cccc(N2CCN(C(=O)c3ccccc3SCC(=O)NCc3ccco3)CC2)c1 | . | 4 | . | 4 | -2.6 | 7 | -1.9 | -2.6 | 7 | 6
CC(C)c1cc(C(=O)N(C)C2CCCN(Cc3ccccc3F)C2)n(C)n1 (configuration not stated) | . | 1 | . | 3 | -1.4 | . | . | 0.2 | . | 14
Cc1cc(C(=O)CSc2nnc(-c3ccccc3)n2-c2ccccc2)c(C)n1-c1ncn[nH]1 | -17 | 10 | 0 | -3 | -1.2 | -14 | -2.1 | i | 4 | 4
O=C(N/N=C/c1ccc(Br)cc1)c1ccccc1-n1cccc1 | 28 | 2 | 0 | 3 | . | 6 | 1.3 | i | . | -2
CC(=O)c1cccc(NC(=O)COc2ccc(S(=O)(=O)N3CCOCC3)cc2)c1 | 26 | 0 | -1 | -1 | -1.7 | 1 | 1.0 | -7.7 | 6 | -10
C/C(CC(=O)Nc1ccc(Cl)cc1Cl)=N\NC(=O)c1ccncc1 | 4 | 4 | 5 | 1 | . | 0 | 1.9 | -0.4 | . | -1
CCOc1ccc(NC(=O)CC(NC(C)=O)c2ccccc2)cc1S(=O)(=O)N1CCCC1 (configuration not stated) | . | -2 | . | 0 | -0.5 | 10 | -0.4 | -0.7 | -7 | -3
CCn1c(SCC#N)nc2ccccc2c1=O | 17 | 1 | -2 | -2 | 0.7 | 2 | -2.3 | i | -15 | 7
Cn1c(N)c(C(=O)COC(=O)CN2C(=O)c3ccccc3C2=O)c(=O)n(C)c1=O | 23 | -6 | 0 | -2 | . | 0 | -1.3 | -0.2 | -4 | 5
O=C(NCC(c1cccs1)N1CCOCC1)c1ccc(Cl)cc1 (configuration not stated) | . | 9 | . | 2 | 1.5 | 5 | -0.9 | 11 | -6 | -8
CC(C)CN(C(=O)CN1CCOCC1)c1c(N)n(CC(C)C)c(=O)[nH]c1=O | 0 | 2 | -2 | -2 | -0.3 | 12 | 2.5 | 0.5 | -4 | -2
